# High-throughput results from PubChem BioAssay.
# PGC1a acetyl inh: inhibitors of PGC1a acetylation signal, primary screen, cell-based, U2OS, AlphaScreen, inhibitor mode; 0.17% of 350,000 active; AID 651687, 2012; AlphaScreen anti-acetyl-lysine; with virally co-expressed GCN5 acetyltransferase; inhibition, % at 15.6 µM;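 active = every replicate shows inhibition of at least 40%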;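 note: 0% = neutral control wells and 100% = positive control wells; some results beyond the cut were filed as inactive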
# SIRT5 inh: SIRT5 desuccinylase inhibitors, primary screen, biochemical, fluorescence imaging, single point, set 5; Purified SirT5, succinyl-peptide AMC, trypsin-coupled fluorescence; inhibition, % at 15 µM; 1.1% of 330,000 active; AID 652115, 2013; in the data active = inhibition above about 15%
# Target sequence (Q9NXA8 whole entry, looked up): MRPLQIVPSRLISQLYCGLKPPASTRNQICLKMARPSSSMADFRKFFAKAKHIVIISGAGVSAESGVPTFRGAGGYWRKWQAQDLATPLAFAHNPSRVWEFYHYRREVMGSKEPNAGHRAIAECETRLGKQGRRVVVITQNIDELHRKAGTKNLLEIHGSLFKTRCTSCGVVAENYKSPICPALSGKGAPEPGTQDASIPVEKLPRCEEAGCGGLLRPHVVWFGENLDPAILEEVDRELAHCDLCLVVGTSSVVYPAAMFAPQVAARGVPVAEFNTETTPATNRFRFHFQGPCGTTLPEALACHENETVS
# ERAP1 HTS inh: human ERAP1 aminopeptidase inhibitors, primary screen, biochemical, single point, plate reader; recombinant ERAP1, Leu-AMC fluorescence, 60 min; inhibition, % at 10.7 µM; 0.15% of 340,000 active; AID 652197, 2013;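 active = mean replicate inhibition of at least 30%, or all replicates individually reaching that 30% level; inactive = mean below 30% and not every replicate reaching it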;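 note: 0% = neutral control wells and 100% = L-leucinethiol positive control wells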
# S100A4 inh HTS: inhibitors of S100A4-myosin IIA peptide binding, primary screen, biochemical, fluorescence polarization, TAMRA-MyoIIA peptide; AID 652163, 2013; inhibition, % at 10.7 µM; 0.14% of 360,000 active; Protein S100-A4 (Homo sapiens), P26447;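 active = mean inhibition of at least 70% across replicates, with every replicate also reaching that level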
# Target sequence (P26447 whole entry, looked up): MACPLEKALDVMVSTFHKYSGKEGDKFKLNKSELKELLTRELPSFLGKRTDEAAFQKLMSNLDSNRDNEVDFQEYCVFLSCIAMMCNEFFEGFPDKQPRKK
#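 Material: S100A4 monomer protein / Buffer or medium: 50 mM HEPES pH 7.2, 10 mM CaCl2, 100 mM KCl / Times: 5 min incubation before reading / Benchmarks: neutral control DMSO, positive control TFP / Reagent: labelled myosin peptide probe, 5 nM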
# Statin myotox sup: suppressors of statin myotoxicity in C2C12 myotubes, primary screen, cell-based, single point, plate reader | C2C12 myotubes + simvastatin, ATP luminescence, 48 h; scaled: DMSO 0, geranylgeraniol control 100 | rescue of ATP level, % at 7.49 µM | 0.78% of 330,000 active;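 active = mean ATP rescue above about 67%, or every replicate alone reaching that limit, limit read from the data, passing the limit was not always enough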;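 note: myotubes were challenged with 10 µM simvastatin during compound exposure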
# Xi reactivation: activators of inactive X chromosome reactivation, primary screen, imaging, XiGFP fibroblasts, GFP high-content imaging, set 2 | XiGFP mouse fibroblasts, % GFP-positive cells imaging, 3 d; cells co-treated with 5-aza-dC sensitizer; scaled so ellipticine positive control = 100% | activation, % at 7.58 µM | 0.055% of 360,000 active;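 active = mean normalized replicate activation at least 10% and every replicate at or above 10%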;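 note: 0% = median of on-plate neutral control wells and 100% = ellipticine 6 µM median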
#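 Material: SV40-immortalized XiGFP fibroblast cells, line 68-5-11 | Buffer or medium: DMEM containing 5-aza-dC | Dosing: One concentration, pinned | Times: 3 d treatment, 15 min room-temperature fixation | Controls: Ellipticine 6 µM positive control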
# LGR2 inh: inhibitors of bursicon-induced LGR2 CRE-luciferase signal, primary screen, cell-based, HEK293, CRE-luciferase reporter, bursicon stimulation. inhibition, % at 9.99 µM. 0.35% of 380,000 active. bursicon-stimulated, 4 h. Drosophila bursicon receptor LGR2 (rickets). AID 720647, 2013;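 active = drop in luminescence signal, shown as inhibition above about 50% in the replicate tests, limit read from the data, passing the limit was not always enough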;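 note: agonist challenge used bursicon conditioned medium at about half maximal strength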
# Cneo AK release: Cryptococcus neoformans cell lysis inducers, primary screen, AK release luminescence, single concentration; C. neoformans lysis, adenylate kinase release luminescence, 4 h; normalised: neutral wells 0, clomiphene wells 100; lysis activity, % at 15 µM; 0.2% of 360,000 active;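 active = mean lysis activity across replicates of at least 80%, whatever share of replicates individually reach that level; inactive = mean lysis activity below 80%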
#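 Assay system: Cryptococcus neoformans yeast cells / Dosing: single-point compound dose / Timing: 4 h at 37 °C static, read 1 h later / Measured by: luminescence of released adenylate kinase using an AK detection reagent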
# Active calls of the source: *; · = not tested or not shown; & = joins results of further samples. Not all compounds are listed, so the mix of outcomes need not match the whole.
# Order of values – PGC1a acetyl inh, SIRT5 inh, ERAP1 HTS inh, S100A4 inh HTS, Statin myotox sup, Xi reactivation, LGR2 inh, Cneo AK release
C[C@H]1CN([C@@H](C)CO)C(=O)c2cc(-c3cccc(C(=O)N(C)C)c3)cnc2O[C@@H]1CN(C)S(=O)(=O)c1cccc(F)c1
    1, -1, 0, 2, 4, -0.8, -7, -1
Cc1ccc(NC(=O)C2CCCN(S(=O)(=O)c3cccnc3)C2)c(C)c1 (configuration not stated)
    ·, 0, 0, 0, 4, 0.1, 1, 0
C/C(=N/NC(=O)Cc1cccn1C)c1ccccc1
    2, -3, 1, 5, -9, ·, -10, -1
COc1ccc(S(=O)(=O)NCC(=O)NCCc2ccc(OC)c(OC)c2)cc1
    -7, -4, ·, -5, -1, -0.1, 9, 9
COc1ccccc1CNCC(=O)N1CC(=O)Nc2ccccc21
    ·, -3, 3, -4, ·, 0.1, ·, ·
CCN(C(=O)CSc1nnc(C)c(=O)[nH]1)c1cccc2ccccc12
    ·, -3, -2, -3, 4, -0.2, 0, 0
COc1ccc(C(C)=O)cc1CSc1nc2nc(C)cc(C)n2n1
    9, 0, -2, -3, 9, 0.1, -7, 2
Cc1ccc2c(c1C)NC(C(=O)O)C1CC=CC21 (configuration not stated)
    -7, ·, 3, -7&-6, 1, ·, 1, 0&1
CCOc1ccc(NC(=O)Nc2cc(-c3ccccc3)sc2C(=O)OC)cc1
    -11, 16*, 2, -3, -1, -0.3, -6, -2
CCOc1ccc(Br)cc1CNCc1cccnc1
    11, 2, -2, -25, -7, 0.0, 14, -1
O=C(NCc1ccco1)c1ccc(Cl)c(S(=O)(=O)N2CCCC2)c1
    -7, -1, -4, -2, 0, 0.1, -1, ·
COc1ccc(-c2nc(C#N)c(NCCCN3CCOCC3)o2)cc1
    -6, -12, 6, 0, -6, 0.1, -17, 1
CC(C)C(=O)N[C@@H]1c2ccccc2CC[C@@H]1O
    ·, -3, 1, 10, 4, 0.2, -1, 3
CCc1cc(C(=O)OCC(=O)NCCc2ccccc2)sc1C
    0, ·, -2, 4, -10, 0.4, -8, 7
COc1ccc(CN(C)C[C@@H]2Oc3c(NS(C)(=O)=O)cccc3C(=O)N([C@H](C)CO)C[C@H]2C)cc1
    -4, 3, 0, 0, 17, 0.3, 6, 0
CCCCN(C(=O)c1cccc(C)c1)c1c(N)n(CCC)c(=O)[nH]c1=O
    8, 3, 0, 1, 3, 0.3, -1, 1
C[C@H](CO)N1C[C@H](C)[C@@H](CN(C)C)OCCCC[C@H](C)Oc2ccc(NS(=O)(=O)c3ccc(Cl)cc3)cc2C1=O
    10, 7, 10, 9, 6, -0.1, 5, 2
CCCCC1=CC2=C(c3ccco3)C(=O)C(C)(OC(=O)c3ccc(OC)cc3)C(=O)C2=CN1CC1CC1 (configuration not stated)
    -5, ·, 6, 0, 10, 0.1, ·, -4
Cc1ccc(CSc2nnc(C)c(=O)[nH]2)cc1
    ·, 0, 0, 3, ·, 0.1, 18, ·
COc1ccc(CCNC(=O)COC(=O)c2ccc([N+](=O)[O-])o2)cc1
    ·, 0, 1, -1, 0, 0.1, 24, 28
COC(=O)c1ccc(Nc2nc(C)nc3c2nnn3Cc2ccccc2)cc1
    19, -2, -1, 6, 8, 0.3, 6, 5
Cn1c(C(=O)N2CCN(C(=O)c3ccco3)CC2)cc2c(=O)n(C)c3ccccc3c21
    1, 1, 2, 0, 1, 0.1, -4, 1
CC(C)NC(=O)N(C)C[C@@H]1OCCCC[C@H](C)Oc2ccc(NS(=O)(=O)c3cn(C)cn3)cc2C(=O)N([C@H](C)CO)C[C@@H]1C
    4, -1, 1, -35, ·, 0.1, -11, -4
CC(=O)Nc1ccc(S(=O)(=O)N2CCC(NC(=O)c3ccccc3)CC2)cc1
    ·, 2, 1, -1, -3, 0.4, 14, -2
C/C=C/c1cnc2c(c1)C(=O)N([C@@H](C)CO)C[C@@H](C)[C@@H](CN(C)C(=O)Cc1ccccn1)O2
    4, -2, 3, 12, -5, -0.9, 14, 3
CC(SC1=NCCS1)C(=O)Nc1nnc(-c2ccc(Br)cc2)s1 (configuration not stated)
    8, 0, 4, 2, -12, 0.0, -17, 1
O=C(C1CCCC1)N1CCCC(Nc2ccccc2)C1 (configuration not stated)
    -3, -1, 2, -12, 4, 0.2, -17, 0
CN(C)c1nc(Cl)nc(N(C#N)CCOc2ccccc2)n1
    -4, 0, 1, -2, ·, 0.4, 9, ·
CC(=O)Nc1ccc(NC(=O)COc2ccc(S(=O)(=O)NC(C)c3ccccc3)cc2)cc1 (configuration not stated)
    12, 0, -4, 1, 1, 0.2, -14, -1
CN1C(=O)c2ccccc2Sc2ccc(NC(=O)N3CCOCC3)cc21
    -18, -2, -1, 1, -2, 0.1, 2, 2
Clc1cccc(Cl)c1Cn1ccc(C2CC2)n1
    -1, 0, -2, 0, ·, 0.0, -61, ·
CC(=O)C1=C(C)N(Cc2ccc(Cl)cc2)C(=S)NC1c1ccccc1 (configuration not stated)
    ·, 1, 2, -5, ·, 0.3, 6, ·
CCOC(=O)CSc1nc(-c2cccs2)nc2c1c(=O)n(C)c(=O)n2C
    ·, 0, 1, -1, 5, -0.3, 12, -3
Cc1cc(=O)oc2c1c(C)nn2-c1ccc(Cl)cc1
    2, -4, 1, -4, ·, 0.0, 2, ·
COc1ccc(NC(=O)COC(=O)c2ccc(OC)c(S(=O)(=O)N3CCCC3)c2)cc1OC
    -2, 7, -1, -2, -11, 0.0, -12, 3
C[C@@H]1CN([C@H](C)CO)C(=O)c2cccc(N(C)C)c2O[C@@H]1CN(C)Cc1ccc(Oc2ccccc2)cc1
    -19, ·, -1, 10, 24, -1.2, 0, -2
CCC(Cc1ccccc1)NS(=O)(=O)c1ccc2c(c1)NC(=O)CO2 (configuration not stated)
    6, 1, 2, -2, 22, 0.0, 3, -2
Cc1ccc(NC(=O)CN2CCc3ccccc3C2)cc1C
    -12, ·, 1, -3, 5, 0.2, -12, -3
C=C(C)CNC(=S)NNC(=O)c1cc(C)oc1C
    8, ·, ·, ·, -25, 0.0, -25, -2
CC(C)(Oc1ccc(Cl)cc1)C(=O)NCC(c1cccs1)N1CCOCC1 (configuration not stated)
    ·, -4, -6, 4, 2, 0.0, -9, 3
CCCC(=O)Nc1ccc2c(c1)C(=O)N(C)C[C@@H](OC)[C@H](C)CN(Cc1nccs1)[C@H](C)CO2
    4, -4, ·, -11, -5, 0.0, -5, 2
COC(=O)CNC(=O)Cc1c(C)n(C(=O)c2ccc(Cl)cc2)c2ccc(OC)cc12
    -17, -5, 2, 21, 9, -0.2, 4, -2
Cc1ccc(-c2nnn(CC(=O)N3c4ccccc4CCc4ccccc43)n2)cc1
    -4, 1, 1, 2, 29, ·, 11, 1
COc1ccc2c3c([nH]c2c1)[C@@H](CO)N(C(=O)c1ccncc1)CC31CN(C)C1
    3, 2, -1, -7, ·, 0.0, 4, ·
COc1ccc(OCC(=O)Nc2ccccc2C(=O)N2CCOCC2)cc1
    -5, 1, -1, 1, ·, -0.1, -3, 1
COCCCC1CCN(C(=O)C2CCC(=O)N(C3CCCCCC3)C2)CC1 (configuration not stated)
    -7, -2, 3, 2, ·, 0.1, -7, 2
Cc1noc(C(=O)Nc2ccccc2C(F)(F)F)c1Cl
    17, ·, ·, ·, 7, ·, -5, -1
CC1CCN(C(=O)CCNS(=O)(=O)c2ccc3c(c2)c(=O)n(C)c(=O)n3C)CC1
    -7, -4, -2, 0, 4, 0.0, 0, 2
O=C(CSc1cccc2cccnc12)Nc1ccc(S(=O)(=O)N2CCOCC2)cc1
    -7, -2, -1, 1, 17, -0.2, -8, -1
CC(=O)Nc1ccc(SCC(=O)N(C)C2CCS(=O)(=O)C2)cc1 (configuration not stated)
    2, -1, -1, 0, 6, 0.0, -1, 2

# Structures above with a halogen:
# Order of values – PGC1a acetyl inh, SIRT5 inh, ERAP1 HTS inh, S100A4 inh HTS, Statin myotox sup, Xi reactivation, LGR2 inh, Cneo AK release
C[C@H]1CN([C@@H](C)CO)C(=O)c2cc(-c3cccc(C(=O)N(C)C)c3)cnc2O[C@@H]1CN(C)S(=O)(=O)c1cccc(F)c1
    1, -1, 0, 2, 4, -0.8, -7, -1
CCOc1ccc(Br)cc1CNCc1cccnc1
    11, 2, -2, -25, -7, 0.0, 14, -1
O=C(NCc1ccco1)c1ccc(Cl)c(S(=O)(=O)N2CCCC2)c1
    -7, -1, -4, -2, 0, 0.1, -1, ·
C[C@H](CO)N1C[C@H](C)[C@@H](CN(C)C)OCCCC[C@H](C)Oc2ccc(NS(=O)(=O)c3ccc(Cl)cc3)cc2C1=O
    10, 7, 10, 9, 6, -0.1, 5, 2
CC(SC1=NCCS1)C(=O)Nc1nnc(-c2ccc(Br)cc2)s1 (configuration not stated)
    8, 0, 4, 2, -12, 0.0, -17, 1
CN(C)c1nc(Cl)nc(N(C#N)CCOc2ccccc2)n1
    -4, 0, 1, -2, ·, 0.4, 9, ·
Clc1cccc(Cl)c1Cn1ccc(C2CC2)n1
    -1, 0, -2, 0, ·, 0.0, -61, ·
CC(=O)C1=C(C)N(Cc2ccc(Cl)cc2)C(=S)NC1c1ccccc1 (configuration not stated)
    ·, 1, 2, -5, ·, 0.3, 6, ·
Cc1cc(=O)oc2c1c(C)nn2-c1ccc(Cl)cc1
    2, -4, 1, -4, ·, 0.0, 2, ·
CC(C)(Oc1ccc(Cl)cc1)C(=O)NCC(c1cccs1)N1CCOCC1 (configuration not stated)
    ·, -4, -6, 4, 2, 0.0, -9, 3
COC(=O)CNC(=O)Cc1c(C)n(C(=O)c2ccc(Cl)cc2)c2ccc(OC)cc12
    -17, -5, 2, 21, 9, -0.2, 4, -2
Cc1noc(C(=O)Nc2ccccc2C(F)(F)F)c1Cl
    17, ·, ·, ·, 7, ·, -5, -1
